ABHD5-PLIN5 inh: inhibitors of human ABHD5-perilipin-5 interaction | Q00G26+Q8WTS1 | Split G. princeps luciferase complementation, luminescence, 4 h | inhibition, % at 4 µM | 360,000 tested, 0.78% active | AID 602281;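 active = inhibition above the mean inhibition across every tested compound plus 3 SD, cut at about 22% in these data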;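 also: 0% = DMSO only wells and the 100% control is not disclosed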
MC4R antagonist: human MC4R antagonism in cAMP assay | P32245 | MC4R-expressing cells, MTII-stimulated cAMP, LANCE TR-FRET | inhibition, % at 6.5 µM | 360,000 tested, 0.48% active | AID 540295;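 active = inhibition above its plate's cutoff, the mean of tested wells on that plate plus 3 SD, cut at about 29% in these data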;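 also: 0% = Melanotan II alone and 100% = Melanotan II plus saturating MCL0020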
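Assay system: U2OS-MC4R stable cell line; Also added: Melanotan II; Technique: Eu-cAMP/anti-cAMP TR-FRET, emission 671 nm; Times: 30-min compound, 1-h challenge, 1-h detection, room temperature.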
Glyco luc inh: blocks N-linked glycosylation in D54 reporter cells | 360,000 tested, 0.23% active | D54 ERlucT glycosylation luciferase reporter, 24 h; percent of 100 nM tunicamycin response | reporter increase, % at 12.5 µM;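 active = mean luciferase reporter signal, scaled so untreated is 0 and the glycosylation-blocking control 100, at or above a set limit in every replicate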;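 also: luciferase carries N-glycosylation sites so blocking glycosylation raises the light; 0% = median of neutral control wells and 100% = median of 100 nM tunicamycin wells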
aDG glyco act: alpha-DG glycosylation activation; Pro5-aDG cells, alpha-DG glycosylation AlphaScreen (IIH6); 0% Pro5, 100% B10-LARGE cell signal; activation, % at 10 µM; 360,000 tested, 0.22% active;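 active = activation of at least 8% versus controls, or a plate z-score of at least 8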;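 also: Pro5 are CHO cells carrying HIG-tagged alpha-DG that lacks glycosylation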
ABCB6 inh 2: blocks the human ABCB6 transporter; Q9NP58; K562-ABCB6 porphyrin accumulation, flow cytometry, 1 h; active compounds read low; fluorescence ratio to DMSO, % at 10 µM; 360,000 tested, 0.19% active;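 active = fluorescence ratio to DMSO below 75%, the collection mean minus 3 SD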;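 also: signal is porphyrin accumulated inside mitochondria; 100% equals median channel fluorescence of DMSO control wells; lower ratio means ABCB6 inhibition with less porphyrin fluorescence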
Target sequence (Q9NP58 whole entry, looked up): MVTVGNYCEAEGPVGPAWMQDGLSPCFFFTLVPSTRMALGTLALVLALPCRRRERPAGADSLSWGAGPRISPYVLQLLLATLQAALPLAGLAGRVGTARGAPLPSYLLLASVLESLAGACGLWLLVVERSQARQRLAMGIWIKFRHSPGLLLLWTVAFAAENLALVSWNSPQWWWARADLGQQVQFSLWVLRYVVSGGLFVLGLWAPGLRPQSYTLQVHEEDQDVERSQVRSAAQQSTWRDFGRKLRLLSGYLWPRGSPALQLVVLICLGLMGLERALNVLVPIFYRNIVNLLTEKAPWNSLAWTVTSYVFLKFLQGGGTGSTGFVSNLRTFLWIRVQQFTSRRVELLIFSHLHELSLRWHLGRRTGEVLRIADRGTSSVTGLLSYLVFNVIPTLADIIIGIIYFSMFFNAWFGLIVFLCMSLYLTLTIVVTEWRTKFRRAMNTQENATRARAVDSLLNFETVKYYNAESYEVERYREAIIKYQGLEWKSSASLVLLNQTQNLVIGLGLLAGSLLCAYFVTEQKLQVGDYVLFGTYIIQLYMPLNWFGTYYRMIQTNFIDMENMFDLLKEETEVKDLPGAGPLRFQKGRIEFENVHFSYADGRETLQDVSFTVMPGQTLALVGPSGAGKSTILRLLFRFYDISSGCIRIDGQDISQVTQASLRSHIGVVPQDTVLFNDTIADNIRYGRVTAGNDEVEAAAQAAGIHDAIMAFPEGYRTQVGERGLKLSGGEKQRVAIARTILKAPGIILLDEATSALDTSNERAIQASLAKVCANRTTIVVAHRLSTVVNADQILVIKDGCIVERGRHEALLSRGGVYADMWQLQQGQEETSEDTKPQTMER
Vif imaging: blocks HIV Vif function; 340,000 tested, 0.35% active; HEK293T cells, Vif self-association by quenched fluorescence, imaging, 24 h; inhibition, % at 7.49 µM; in the data active = inhibition above about 50%, passing the limit was not always enough; also: some results filed as inactive read as strong as hits
NOD2 RIPK2 PPI: blocks binding of human NOD2 to RIPK2; O43353; CHO BLA complementation NOD2-RIPK2, CCF4 ratio; inhibition, % at 4.98 µM; 360,000 tested, 0.38% active; in the data active = inhibition above about 21%;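 also: 0% = vehicle only and 100% = reference blocker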
Granule exo inh: lytic granule exocytosis inhibition. TALL-104 LAMP-1 surface exposure, flow cytometry; cells stimulated with thapsigargin and PMA. inhibition, % at 10 µM. 360,000 tested, 0.66% active;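 active = inhibition above about 55%, limit read from the data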
MC4R ag barr: human MC4R agonism via beta-arrestin | U2OS MC4R beta-arrestin complementation, luminescence; percent of melanotan II response, DMSO zero | activation, % at 8.9 µM | 360,000 tested, 0.98% active | P32245;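 active = activation above a per-plate cutoff, the mean activation of sample wells on that plate plus 3 SD, cut at about 8% in these data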
TLR9-MyD88 inh: blocks human TLR9 binding to MyD88 | CHO BLA complementation TLR9-MyD88, CCF4 FRET ratio | AID 504734 | inhibition, % at 4.98 µM | Q9NR96+Q99836 | 340,000 tested, 0.21% active;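 active = inhibition above the mean over all tested compounds plus 3 SD, cut at about 21% in these data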;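 also: 0% = DMSO only wells and 100% = clavulanate BLA inhibitor control wells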
* marks the source's active call; other numbers are inactive results; x = not tested or not shown. Some of the compounds tested; count on the stated rates, not on these rows.

SMILES | ABHD5-PLIN5 inh | MC4R antagonist | Glyco luc inh | aDG glyco act | ABCB6 inh 2 | Vif imaging | NOD2 RIPK2 PPI | Granule exo inh | MC4R ag barr | TLR9-MyD88 inh
CCCOc1ccc(/C=N/NC(=O)C2CCCN2S(=O)(=O)c2ccc(Cl)cc2)cc1 (configuration not stated) | -3 | 6 | 0 | 0.6 | 90 | -10 | -15 | 0 | 4.1 | -4
COc1ccc(C2C(C(=O)c3cccs3)=C(O)C(=O)N2c2nncs2)cc1 (configuration not stated) | -1 | -4 | 1 | 0.1 | 76 | 2 | -1 | -3 | -2.1 | 6
O=C(NCCN1CCCC1)C1(S(=O)(=O)c2ccc(Cl)cc2)CC1 | -4 | 7 | 2 | 0.1 | 103 | x | -3 | -2 | -3.0 | -7
COc1ccc(C(CC(=O)Nc2ccccc2OC)n2cccc2)cc1 (configuration not stated) | 2 | 6 | 0 | -0.3 | 96 | -4 | -1 | 2 | 2.3 | 5
Cc1ccccc1OCCCC(=O)Nc1nncs1 | -5 | 12 | -1 | -0.2 | 93 | -2 | 3 | -2 | 1.9 | 5
O=C(/C=C/c1ccccc1)NC(=S)Nc1ccc(N2CCOCC2)cc1 | -2 | 6 | 5 | -0.1 | 99 | 6 | 2 | -1 | 14* | 4
CCOC(=O)c1nnn(-c2nonc2N)c1COc1ccccc1 | 1 | 1 | 2 | -0.6 | 105 | -16 | -10 | -1 | 2.1 | 1
O=C(Nc1nnc(-c2ccccc2F)s1)c1ccccc1F | -16 | 9 | -4 | 0.3 | 98 | -6 | 2 | -1 | -2.0 | 4
COCCC(=O)N1CCC(Oc2ccc(C(=O)N(C)C3CCCCC3)cc2)CC1 | 1 | 7 | 0 | 0.0 | 102 | 21 | -12 | -3 | 0.8 | 1
CCOc1ccc(CCNC(=O)c2cc3c(C)nccc3[nH]c2=O)cc1OCC | 5 | 6 | 2 | 0.3 | 97 | -8 | -15 | 2 | 0.8 | -18
COc1ccc(CCn2c(O)c(C=Nc3cccc(F)c3)c(=O)[nH]c2=O)cc1OC | 4 | 12 | 2 | 0.6 | 95 | -1 | 2 | 0 | 2.1 | x
COc1ccc(Cl)cc1N(CC(=O)N1CCC(C)CC1)S(C)(=O)=O | -2 | -3 | 3 | -0.4 | 100 | -1 | 3 | 4 | 1.6 | -8
CC(=O)c1ccc(N2CCN(C(=O)CCCc3nc4ccccc4s3)CC2)cc1 | 2 | 0 | 0 | 1.9 | 96 | 4 | -1 | -2 | 1.0 | -2
Cc1nc2c(nnn2Cc2c(Cl)cccc2Cl)c(=O)[nH]1 | -1 | -4 | 3 | -0.1 | 99 | 9 | -1 | 0 | 1.0 | -9
Cc1cc(C(=O)CN2C(=O)NC3(CCCc4ccccc43)C2=O)c(C)n1Cc1ccccc1 (configuration not stated) | -5 | -5 | 1 | 0.0 | 99 | 18 | 3 | 0 | -2.8 | -1
Cc1cc(=O)[nH]c2ccc(Cc3ccccc3)cc12 | -2 | -1 | 11 | -0.1 | 75 | 13 | 0 | -5 | 0.8 | 5
CC(=O)N1CCOc2ccc(S(=O)(=O)NC[C@H]3O[C@@H](n4cnc5c(N)ncnc54)[C@H](O)[C@@H]3O)cc21 | -2 | -2 | 0 | -0.2 | 95 | x | 10 | 2 | -3.5 | -11
COC(CNC(=O)[C@H](Cc1ccccc1)N1Cc2ccccc2C1=O)OC | -4 | 0 | 0 | -0.2 | 95 | x | -1 | 9 | -2.0 | 2
COc1ccc(SC[C@H](C)CN2CC[C@H](NC(=O)OCc3ccccc3)CCC2=O)cc1 | 0 | 5 | -3 | 0.1 | 92 | -6 | -6 | 6 | 1.7 | -8
COC(=O)[C@]12CCCCC=C1N(Cc1ccc(Cl)cc1Cl)C(=O)[C@H](CC(=O)N1CCCC1)C2 | -2 | x | x | 0.2 | 98 | x | 5 | 6 | x | x
C/C(=C\C(=O)c1ccccc1)NNC(=O)c1ccc(Cl)cc1 | -6 | -4 | 2 | -0.2 | 96 | -4 | 2 | -3 | 0.8 | 5
NC1=NC[C@H](Cc2ccc(O)cc2)N1CCC12CC3CC(CC(C3)C1)C2 | 6 | 14 | 3 | 0.1 | 99 | -5 | 0 | 8 | -2.1 | -12
O=C(C[C@@H]1C/C=C/CCCC(=O)O[C@H](c2ccccc2)CNC1=O)N[C@H](CO)Cc1ccccc1 | 8 | 6 | 2 | -0.1 | 95 | -4 | -1 | -7 | 0.2 | -5
COC(=O)[C@]12CCCCC=C1N(CCC1=CCCCC1)C(=O)[C@H](CC(=O)N1CCSCC1)C2 | -3 | x | x | -0.1 | 95 | x | -7 | -4 | x | x
CCCCn1c(N)c(N(CCOC)C(=O)CSCC(=O)Nc2cccc(C)c2)c(=O)[nH]c1=O | -3 | 3 | 3 | -0.2 | 100 | 13 | -4 | 0 | -1.0 | 7
COc1ccc(-c2cnc(N)nc2-c2ccc(OC)cc2O)cc1 | 2 | 1 | -6 | 0.0 | 73* | -13 | -1 | 5 | -0.9 | -4
CCOC(=O)c1cn(CC#N)c2cc(F)c(F)cc2c1=O | -3 | 3 | 2 | 0.2 | 101 | 7 | -4 | -1 | 2.3 | 0
Cc1ccccc1N1C(=O)C2C3C=CC(CC3)C2C1=O (configuration not stated) | -7 | 11 | -3 | -0.2 | 97 | -3 | -1 | 5 | 0.8 | 10
CCOC(CCn1ccc(O)c(Cc2ccc(Cl)cc2)c1=O)OCC | -11 | 19 | 1 | 0.4 | 100 | -10 | 4 | 6 | -0.4 | 7
O=C(O)CCCCCCCCc1cn(CC2CCCCC2)nn1 | 14 | 2 | 1 | 0.1 | 94 | 8 | -5 | 8 | -0.3 | 1
O=C(CNC(=O)c1cccc(Cl)c1)N/N=C/C=C/c1ccccc1 | 0 | -5 | -10 | -0.1 | 92 | 2 | 6 | 3 | -0.3 | -1
CCS(=O)(=O)N1Cc2ccccc2CC1C(=O)OCC(=O)Nc1ccc(SC(F)F)cc1 (configuration not stated) | 0 | 12 | 1 | 0.1 | 97 | -19 | 0 | -8 | 5.3 | 0
FC(F)Oc1ccc(NC(=S)N2CCc3ccccc32)cc1 | -3 | 16 | -2 | -1.1 | 104 | -7 | -17 | 8 | -0.7 | -2
CCOC(=O)N1CCC(n2c(=S)[nH]c3cc(OC)c(OC)cc3c2=O)CC1 | 0 | 8 | 1 | 0.1 | 99 | 1 | 6 | 2 | -2.5 | -7
Nc1nc(N)nc(-c2ccc(Cl)c(Cl)c2)n1 | 3 | 1 | -12 | 0.1 | 93 | -1 | -3 | -8 | -1.4 | -1
COC(=O)c1ccc(COc2nc(C)cc(C)c2C#N)o1 | 1 | 0 | 1 | 0.0 | 101 | 1 | -2 | 9 | 1.7 | -1
CC1=C(C(=O)OC2CCCCCCC2)C(c2cccc(O)c2)NC(=O)N1 (configuration not stated) | -1 | 7 | 0 | -0.2 | 97 | 2 | -17 | -4 | -0.7 | 12
CCC(C)(C)NC(=O)c1ccc2c(c1)S(=O)(=O)c1ccccc1C2=O | 0 | 2 | -1 | 0.7 | 99 | -1 | -13 | -3 | -1.4 | 7
O=C(Nc1cccc(-c2cnc3ccccc3n2)c1)c1ccncc1 | 4 | 9 | -1 | -0.1 | 88 | 1 | -7 | -3 | 2.8 | -2
O=C(N/N=C/c1cc(Br)ccc1O)C(c1ccncc1)N1CCOCC1 (configuration not stated) | 5 | 13 | -5 | 0.0 | 99 | 7 | 1 | 1 | -0.9 | 10
Cc1cc(C)n(S(=O)(=O)c2ccccc2[N+](=O)[O-])n1 | 0 | 4 | 1 | 1.9 | 103 | -2 | -14 | 0 | -0.9 | -1
COc1ccc(N2CCN(C(=O)CN3CCN(c4nc(-c5ccc(F)cc5)cs4)CC3)CC2)cc1 | 4 | 8 | -1 | 5.6 | 93 | -22 | -7 | 0 | -1.8 | 11
COc1cccc(C(=O)CSc2nnc(-c3cccs3)o2)c1 | -5 | 2 | -1 | 0.0 | 103 | -5 | -9 | 0 | 0.4 | -3
CC[C@@H]1Cc2[nH][nH]c(=O)c2[C@H](CC(C)C)O1 | 2 | x | x | 0.0 | 97 | x | -5 | -7 | x | x
Cc1ccc(COC(=O)c2cc(S(=O)(=O)N3CCCCC3)ccc2N2CCOCC2)cc1 | -6 | 16 | -4 | 1.0 | 98 | x | -6 | -10 | -1.7 | -3
CC(=C/C(=O)O)/C=C/c1cccs1 | -6 | 13 | 0 | -0.1 | 109 | 16 | -8 | 0 | 2.2 | -8
CCOCCOCCC(C(=O)OCC)P(=O)(c1ccccc1)c1ccccc1 (configuration not stated) | -3 | -3 | 1 | -0.2 | 94 | -10 | -14 | -1 | -0.7 | -8
Cc1c(Cl)cccc1NC(=S)N1CCN(C(=O)c2ccco2)CC1 | -7 | 3 | 3 | 0.1 | 104 | 4 | 4 | -5 | -4.9 | -9
C=CCn1c(SCc2ccc(C(=O)NCCO)cc2)nc2sc(C)c(C)c2c1=O | -3 | 0 | 5 | 0.4 | 98 | -7 | 2 | 2 | -1.5 | -10
O=C(CSc1nnc(-c2ccccc2Br)o1)Nc1nncs1 | 2 | 5 | 0 | -0.4 | 102 | 1 | 4 | -3 | -0.8 | -2

Remaining list, next part.
SMILES | ABHD5-PLIN5 inh | MC4R antagonist | Glyco luc inh | aDG glyco act | ABCB6 inh 2 | Vif imaging | NOD2 RIPK2 PPI | Granule exo inh | MC4R ag barr | TLR9-MyD88 inh
CCOC(=O)C1=C(C)N(c2ccccc2)C(=O)/C1=C\c1cccs1 | 3 | 7 | -1 | -0.1 | 93 | -4 | -5 | -2 | -0.1 | -9
O=C(CSc1nnc(-c2ccc(Br)o2)n1Cc1ccccc1)c1ccccc1F | -4 | 7 | 0 | 0.7 | 102 | -10 | -12 | 2 | -0.3 | -7
COc1ccc(S(=O)(=O)N2CCC(C(=O)NC3CC3)CC2)cc1 | 5 | 5 | 2 | -0.1 | 92 | 10 | -13 | -31 | -2.4 | -1
COc1ccc(-c2cc(C)no2)cc1S(=O)(=O)N1CCN(c2cccc(C)c2)C(C)C1 (configuration not stated) | -7 | 5 | 2 | 0.2 | 104 | -5 | 0 | 3 | -1.0 | -3
Cc1noc(COc2ccc(OCc3nc(C)no3)cc2)n1 | 0 | 18 | 0 | 0.1 | 100 | 3 | -2 | -2 | 0.9 | 2
COc1ccc(C(C[N+](=O)[O-])c2c(-c3ccccc3)cc3ccccn23)cc1OC (configuration not stated) | 18 | -13 | 19 | 1.6 | 96 | -30 | 1 | 0 | -0.8 | -58
O=C(COC(=O)/C=C/c1ccccc1[N+](=O)[O-])Nc1ccc(OCc2ccccc2)cc1 | 3 | -5 | -3 | -0.1 | 94 | 10 | 2 | -3 | 9.2* | 6

Three entries picked at random from those above:
SMILES | ABHD5-PLIN5 inh | MC4R antagonist | Glyco luc inh | aDG glyco act | ABCB6 inh 2 | Vif imaging | NOD2 RIPK2 PPI | Granule exo inh | MC4R ag barr | TLR9-MyD88 inh
Cc1noc(COc2ccc(OCc3nc(C)no3)cc2)n1 | 0 | 18 | 0 | 0.1 | 100 | 3 | -2 | -2 | 0.9 | 2
COc1ccc(-c2cc(C)no2)cc1S(=O)(=O)N1CCN(c2cccc(C)c2)C(C)C1 (configuration not stated) | -7 | 5 | 2 | 0.2 | 104 | -5 | 0 | 3 | -1.0 | -3
CCOC(=O)C1=C(C)N(c2ccccc2)C(=O)/C1=C\c1cccs1 | 3 | 7 | -1 | -0.1 | 93 | -4 | -5 | -2 | -0.1 | -9
